FEN1 inh: qHTS Assay for the Inhibitors of Human Flap endonuclease 1 (FEN1). P39748. Recombinant FEN1 flap cleavage, fluorescence, 15 min. Potency, µM (series often up to 114 µM), for inactives: at the highest dose activity change, negative = inhibition, most hits filed as inhibitors. 390,000 tested, 0.35% active. AID 588795, 2011; also: nearly all actives have a fitted effect of over 65% in size
Target sequence (P39748 whole entry, looked up): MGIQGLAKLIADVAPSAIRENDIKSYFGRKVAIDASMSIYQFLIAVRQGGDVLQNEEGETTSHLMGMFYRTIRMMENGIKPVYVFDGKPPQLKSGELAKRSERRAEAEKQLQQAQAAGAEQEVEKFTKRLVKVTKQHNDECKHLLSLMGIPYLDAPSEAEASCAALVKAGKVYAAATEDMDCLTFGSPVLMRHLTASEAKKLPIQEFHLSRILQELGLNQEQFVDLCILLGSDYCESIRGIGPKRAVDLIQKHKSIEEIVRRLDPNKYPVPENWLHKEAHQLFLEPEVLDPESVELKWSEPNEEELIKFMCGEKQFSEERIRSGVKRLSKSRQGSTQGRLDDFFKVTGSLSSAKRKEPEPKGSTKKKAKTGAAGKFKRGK
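Quantitative HTS format: each compound was titrated, incubated with 10 nM nuclease for 15 min at room temperature, then challenged with flap substrate at 50 nM final. Signal change over 15 min gave concentration–effect curves.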
N370S GC mod: qHTS Assay for Inhibitors and Activators of N370S glucocerebrosidase as a Potential Chaperone Treatment of Gaucher Disease; N370S GC spleen homogenate, 4MU-glucoside fluorescence; Potency, µM (highest dose often 59.4 µM), without a hit: top-dose activity change, negative = inhibition, most hits filed as inhibitors; 330,000 tested, 0.092% active;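 also: 0% = full enzyme activity and -100% = no enzyme basal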
DT40 TDP1 CPT: qHTS for Inhibitors of human tyrosyl-DNA phosphodiesterase 1 (TDP1): qHTS in cells in presence of CPT | chicken DT40 Tdp1-/-;hTDP1 cells + 20 nM CPT, ATP luminescence, 48 h | Potency, µM (titrated, usually from 46.2 µM), inactives show top-dose activity change, negative = growth inhibition, usual class: inhibitors | 420,000 tested, 12% active; also: nearly all actives have a fitted effect of over 55% in size
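Chicken DT40 Tdp1-/- cells complemented with human TDP1, 400 cells/well, exposed to compounds plus 20 nM camptothecin for at least 48 h at 37 C; viability read as ATP content by CellTiter-Glo luminescence.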
* = called active by the depositor; & = joins results of further samples. Calls follow the shape of the dose curve; as a rule, active = well fitted curve in the direction sought with a large enough effect; inconclusive = small, poorly fitted or top-dose-only effect, or another doubt; inactive = no such curve, though single readings can be large; an effect the other way counts as inactive or inconclusive. Unless noted, % is scaled to controls: 0 for no effect and ±100 for the full control effect; potency is read from the fitted curve at half-maximal effect.

`CCCCC(Sc1ccc2nnc(-c3ccccn3)n2n1)C(=O)O` (stereo unspecified) gave FEN1 inh -14% and DT40 TDP1 CPT 17%.
Screening Cc1ccc(S(=O)(=O)NC(=O)COc2ccccc2)cc1 returned FEN1 inh 15%, N370S GC mod -9% and DT40 TDP1 CPT -4%.
`CCN(CC)CCNC(=O)c1cc(-c2cccnc2)nc2ccc(S(=O)(=O)N3CCC(C)CC3)cc12` gave FEN1 inh -17%, N370S GC mod 4% and DT40 TDP1 CPT inconclusive.
For CN(C)S(=O)(=O)c1ccc(-n2cccc2)cc1 the results were FEN1 inh -2%, N370S GC mod 1% and DT40 TDP1 CPT -12%.
For COc1cc(NC(=O)Cn2c(=O)n(CC3CCCO3)c(=O)c3ccccc32)cc(OC)c1 (stereo unspecified) the results were FEN1 inh -5%&11%, N370S GC mod 6% and DT40 TDP1 CPT -15%&-17%.
Screening C/C(=N\NS(=O)(=O)c1ccc(Cl)c([N+](=O)[O-])c1)c1cc2ccccc2o1 returned FEN1 inh 4%, N370S GC mod -13% and DT40 TDP1 CPT -13%.
CC(C)=Cc1oc2ccc([N+](=O)[O-])cc2c1N1CCOCC1 was read as FEN1 inh -5%, N370S GC mod -26% and DT40 TDP1 CPT -1%.
Screening CC(C)c1ccc(Nc2cc(C(=O)NCc3cccs3)c3ccccc3n2)cc1 returned FEN1 inh -11% and DT40 TDP1 CPT inconclusive.
`Cc1c(NS(=O)(=O)c2ccc(NCC3CCCO3)c([N+](=O)[O-])c2)c(=O)n(-c2ccccc2)n1C` (stereo unspecified) gave FEN1 inh 12%, N370S GC mod -11% and DT40 TDP1 CPT 2%.
O=C(c1ccc(F)cc1)c1ccc(-c2ccc(F)cc2)nc1 was read as FEN1 inh inconclusive, N370S GC mod -10% and DT40 TDP1 CPT -6%.
For Cc1cc(C[n+]2ccccc2)c2nsnc2c1 the results were FEN1 inh 0%, N370S GC mod 1% and DT40 TDP1 CPT inconclusive.
Screening CC(C)N1CC(O)=C(c2nc3ccccc3[nH]2)C1=N returned FEN1 inh -4%, N370S GC mod -16% and DT40 TDP1 CPT inconclusive.

Already shown: an excerpt of the list.
`CCN(CC)CCNC(=O)c1cc(-c2cccnc2)nc2ccc(S(=O)(=O)N3CCC(C)CC3)cc12` gave FEN1 inh -17%, N370S GC mod 4% and DT40 TDP1 CPT inconclusive.
For CN(C)S(=O)(=O)c1ccc(-n2cccc2)cc1 the results were FEN1 inh -2%, N370S GC mod 1% and DT40 TDP1 CPT -12%.
For COc1cc(NC(=O)Cn2c(=O)n(CC3CCCO3)c(=O)c3ccccc32)cc(OC)c1 (stereo unspecified) the results were FEN1 inh -5%&11%, N370S GC mod 6% and DT40 TDP1 CPT -15%&-17%.
Screening C/C(=N\NS(=O)(=O)c1ccc(Cl)c([N+](=O)[O-])c1)c1cc2ccccc2o1 returned FEN1 inh 4%, N370S GC mod -13% and DT40 TDP1 CPT -13%.
CC(C)=Cc1oc2ccc([N+](=O)[O-])cc2c1N1CCOCC1 was read as FEN1 inh -5%, N370S GC mod -26% and DT40 TDP1 CPT -1%.
Screening CC(C)c1ccc(Nc2cc(C(=O)NCc3cccs3)c3ccccc3n2)cc1 returned FEN1 inh -11% and DT40 TDP1 CPT inconclusive.
`Cc1c(NS(=O)(=O)c2ccc(NCC3CCCO3)c([N+](=O)[O-])c2)c(=O)n(-c2ccccc2)n1C` (stereo unspecified) gave FEN1 inh 12%, N370S GC mod -11% and DT40 TDP1 CPT 2%.
O=C(c1ccc(F)cc1)c1ccc(-c2ccc(F)cc2)nc1 was read as FEN1 inh inconclusive, N370S GC mod -10% and DT40 TDP1 CPT -6%.
For Cc1cc(C[n+]2ccccc2)c2nsnc2c1 the results were FEN1 inh 0%, N370S GC mod 1% and DT40 TDP1 CPT inconclusive.
Screening CC(C)N1CC(O)=C(c2nc3ccccc3[nH]2)C1=N returned FEN1 inh -4%, N370S GC mod -16% and DT40 TDP1 CPT inconclusive.

The listing continues.
CCN(CCCNC(=O)CNC(=O)c1nn(-c2ccc(OC)cc2)c(=O)c2ccccc12)c1cccc(C)c1 was read as FEN1 inh -9%, N370S GC mod -6% and DT40 TDP1 CPT inconclusive.
`CCOC(=O)Cn1c2ccc(F)cc2c2nc(C)sc21` gave FEN1 inh -20%, N370S GC mod 5% and DT40 TDP1 CPT -12%.
Screening Cc1ccc(-c2nc(CN3CCCCC3c3cccc(F)c3)c(C)o2)o1 (stereo unspecified) returned FEN1 inh -17%, N370S GC mod -7% and DT40 TDP1 CPT inconclusive.
For CCOCCOC(=O)COC(=O)c1ccccc1NC(=O)c1ccccc1 the results were FEN1 inh -12%, N370S GC mod 2% and DT40 TDP1 CPT 3%.
Cc1cccc(NS(=O)(=O)c2ccc3c(c2)CC(C)N3C(=O)C2CCC2)c1C (stereo unspecified) was read as FEN1 inh -4% and DT40 TDP1 CPT inconclusive.
CCN(Cc1ccccc1)Cc1c(O)ccc2c(=O)c(-c3ccccc3OC)c(C(F)(F)F)oc12 was read as FEN1 inh 0% and DT40 TDP1 CPT inconclusive.
Screening Cc1ccc(-n2c(=O)[nH]c3c(C(N)=O)nc(C(C)C)nc32)cc1 returned FEN1 inh 6%, N370S GC mod -8% and DT40 TDP1 CPT -26%.
`COc1ccccc1Nc1nc2ccccc2n2cnnc12` gave FEN1 inh -19%, N370S GC mod 10% and DT40 TDP1 CPT inconclusive.
`CCOC(=O)c1ccc(N2Cc3ccccc3C2=NC(=O)c2ccncc2)cc1` gave FEN1 inh -4%, N370S GC mod 1% and DT40 TDP1 CPT -22%.
O=C(OCC(O)COc1ccccc1)c1ccc([N+](=O)[O-])cc1 (stereo unspecified) was read as FEN1 inh 13%, N370S GC mod -4% and DT40 TDP1 CPT -10%.
Cc1[nH]c(=O)[nH]c(=O)c1S(=O)(=O)N1CCCc2ccccc21 was read as FEN1 inh -11%, N370S GC mod 11% and DT40 TDP1 CPT 3%.
Screening Cc1sc2nc(C(C)C)nc(SCC(=O)N3CCN(C(=O)c4ccco4)CC3)c2c1C returned FEN1 inh -9%, N370S GC mod 6% and DT40 TDP1 CPT inconclusive.
Screening O=C(COc1ccccc1Br)N1CCN(c2ccccc2)CC1 returned FEN1 inh -2%, N370S GC mod 9% and DT40 TDP1 CPT -4%.
N#C/C(=C(/O)CN1CCN(c2ccccc2F)CC1)c1nc(-c2ccc(Cl)cc2)cs1 was read as FEN1 inh -2%, N370S GC mod 0% and DT40 TDP1 CPT 21µM*.
`CCN1C(=O)[C@@H]2[C@H](C1=O)[C@@H]1C(=O)Nc3ccccc3C(=O)N1[C@@H]2c1cccc(Cl)c1` gave FEN1 inh -2%, N370S GC mod -4% and DT40 TDP1 CPT 1%.
CC1CCC(C(C)C)C(OC(=O)CSc2nccc(=O)[nH]2)C1 (stereo unspecified) was read as FEN1 inh 7%, N370S GC mod 24% and DT40 TDP1 CPT inconclusive.
CCCCNc1ncnc2[nH]ncc12 was read as FEN1 inh 4% and DT40 TDP1 CPT inconclusive.
For COc1ccc(C(=O)O/N=C(\N)c2ccncc2)cc1OC the results were FEN1 inh 1%, N370S GC mod 6% and DT40 TDP1 CPT inconclusive.
Cc1cc(C)c(S(=O)(=O)c2ccccc2C)c(Oc2ccccc2)n1 was read as FEN1 inh -1%, N370S GC mod -1% and DT40 TDP1 CPT inconclusive.
Screening CN(C)Cc1c(C(=O)N/N=C/c2ccc(OCc3c(F)cccc3Cl)cc2)nnn1-c1nonc1N returned FEN1 inh -9%, N370S GC mod -2% and DT40 TDP1 CPT inconclusive.
Screening CCN(CC)C(=O)C1=C(C)NC(=S)NC1c1ccc(C)s1 (stereo unspecified) returned FEN1 inh 5%, N370S GC mod 4% and DT40 TDP1 CPT 17%.
Cc1ccccc1C(=O)N1CCC(C(=O)NC2CCCCCC2)CC1 was read as FEN1 inh -5%, N370S GC mod 0% and DT40 TDP1 CPT 2%.
`O=c1c2ccccc2oc2c1ccc1ccccc12` gave FEN1 inh 8% and DT40 TDP1 CPT inconclusive.
`O=C(COC(=O)CCc1nc2ccccc2c(=O)[nH]1)Nc1ccccc1Cl` gave FEN1 inh -7%, N370S GC mod inconclusive and DT40 TDP1 CPT -22%.
Cc1ccc(C(=O)NCC(=O)NCC(=O)OCc2ccc(Oc3ccc([N+](=O)[O-])cc3)cc2)cc1 was read as FEN1 inh -15% and DT40 TDP1 CPT inconclusive.
CCOC(=O)c1c(S(=O)(=O)NCC(=O)N2CCN(c3ccccc3OC)CC2)c(C)n(C)c1C was read as FEN1 inh 3%&-17%, N370S GC mod -12% and DT40 TDP1 CPT inconclusive.
Screening CC(=O)N(C)c1ccc(OCC(O)CN(Cc2ccco2)S(=O)(=O)c2ccc(C)cc2)cc1 (stereo unspecified) returned FEN1 inh -12%, N370S GC mod -27% and DT40 TDP1 CPT inconclusive.
For Cc1ccc(C(=O)Cn2cncn2)cc1 the results were FEN1 inh 5%, N370S GC mod 1% and DT40 TDP1 CPT 11%.
`Nc1nnc(N)c2ccccc12` gave FEN1 inh -10%, N370S GC mod -13% and DT40 TDP1 CPT -7%.
For COc1ccc(-n2c(SCC(=O)Nc3ccccc3OC)nc(O)c(Cc3ccccc3)c2=O)cc1 the results were FEN1 inh 11%, N370S GC mod 16% and DT40 TDP1 CPT -27%.
For Cc1cccc(Cn2c(N3CCN(C)CC3)nc3c2c(=O)[nH]c(=O)n3C)c1 the results were FEN1 inh -4%, N370S GC mod -2% and DT40 TDP1 CPT 2%.
Screening Fc1ccc(-c2nn(-c3ccccc3Cl)c3c2cnc2ccccc23)cc1 returned FEN1 inh -2% and DT40 TDP1 CPT inconclusive.
`COc1ccc(CCNC(=O)CN2CCN(c3ccccc3Cl)CC2)cc1` gave FEN1 inh -16% and DT40 TDP1 CPT -22%.
Screening COC(=O)c1sccc1S(=O)(=O)N(CC(=O)Nc1cc(C)cc(C)c1)c1ccc(Cl)cc1 returned FEN1 inh 0% and DT40 TDP1 CPT inconclusive.
COc1ccccc1CNC(=O)CSc1ccc(-c2sc(-c3ccccc3)nc2C)nn1 was read as FEN1 inh -20% and DT40 TDP1 CPT inconclusive.
For CCOc1ccc(NC(=O)Cn2c(=O)n(CCc3ccccc3)c(=O)c3c4c(sc32)CCCC4)cc1 the results were FEN1 inh -9% and DT40 TDP1 CPT 4%.
Screening COc1cc2c(cc1OC)CN(S(C)(=O)=O)CC2 returned FEN1 inh -7%, N370S GC mod 4% and DT40 TDP1 CPT -7%.
Screening CCCCN(C)c1nc2c(S(=O)(=O)c3ccc(CC)cc3)nnn2c2ccc(Cl)cc12 returned FEN1 inh 12% and DT40 TDP1 CPT 12µM*.
For COC(=O)N/N=C/c1ccccc1Cl the results were FEN1 inh 14%, N370S GC mod -4% and DT40 TDP1 CPT 2%.
For CCOc1ccc(CNC(=O)C2CCN(C(=O)N3CC(CC)Oc4ccccc43)CC2)cc1 (stereo unspecified) the results were FEN1 inh 18% and DT40 TDP1 CPT 15µM*.
Screening CCOCCc1nn2c(=O)cc(COC(=O)c3ccccc3OC)nc2s1 returned FEN1 inh -4% and DT40 TDP1 CPT inconclusive.
O=C(NC1(N2CCOCC2)CC1)c1ccc(Cl)cc1 was read as FEN1 inh -5%, N370S GC mod 4% and DT40 TDP1 CPT -3%.
Cc1nc(N2CCN(c3ccccn3)CC2)c2c(C)c(C(=O)N3CCN(c4cccc(Cl)c4)CC3)sc2n1 was read as FEN1 inh -10%, N370S GC mod -14% and DT40 TDP1 CPT 15µM*.
For Cc1ccc2c(c1)CCCN2CC(=O)N(C)c1c(N)n(Cc2ccccc2)c(=O)[nH]c1=O the results were FEN1 inh inconclusive and DT40 TDP1 CPT -5%.
For O=C(NCCCN1CCOCC1)c1cccc(S(=O)(=O)Nc2cc(Cl)ccc2Cl)c1 the results were FEN1 inh 6%, N370S GC mod -5% and DT40 TDP1 CPT 1%.
COc1ccc(NC(=O)Cn2c(=O)n(Cc3ccccc3Cl)c(=O)c3cc(OC)c(OC)cc32)cc1OC was read as FEN1 inh 0% and DT40 TDP1 CPT 3.3µM*.
For CCC(C)Sc1nnc(-c2c[nH]c3ccccc23)n1CCOC (stereo unspecified) the results were FEN1 inh -3%, N370S GC mod -1% and DT40 TDP1 CPT -24%.
`C=CC(=O)N1CCCC(Nc2nc(Nc3ccc(N(C)C(=O)CC)cc3C)nc3nc[nH]c23)C1` (stereo unspecified) gave FEN1 inh 15% and DT40 TDP1 CPT -13%.
`Cc1cc2nn(-c3ccccc3)nc2cc1NC(=O)Cc1ccc(Cl)cc1` gave FEN1 inh -1% and DT40 TDP1 CPT 1%.
Screening Cc1ccc(CNC(=O)c2cccc3c2C(=O)c2ccc(N4CCOCC4)cc2S3(=O)=O)cc1 returned FEN1 inh 18% and DT40 TDP1 CPT inconclusive.
COc1cc(C2c3c(oc4ccccc4c3=O)C(=O)N2c2nnc(C(C)C)s2)cc(OC)c1OC (stereo unspecified) was read as FEN1 inh -8% and DT40 TDP1 CPT -4%.
For O=S(=O)(c1cc(Cl)ccc1Cl)N1CCN(c2ccccn2)CC1 the results were FEN1 inh -1%, N370S GC mod 2% and DT40 TDP1 CPT 10%.

This is a subset (hit frequency here may not be typical).
